AmpC no deterg: blocks E. coli AmpC beta-lactamase in detergent-free assay. P00811. hit rate 0.52% among 330,000. AID 485341. Potency, µM (doses to about 57.1 µM), for the others: at the top dose activity change, negative = inhibition, hits mostly inhibitors. AmpC nitrocefin hydrolysis, absorbance 480 nm, 0.0001% Triton;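 also: potency is read from the fitted curve at half-maximal effect; plate controls were no compound for no effect and no enzyme for full effect; nearly all actives have a fitted effect of over 20% in size; some results filed as inactive show a strong effect at the top dose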
Target sequence (P00811 whole entry, looked up): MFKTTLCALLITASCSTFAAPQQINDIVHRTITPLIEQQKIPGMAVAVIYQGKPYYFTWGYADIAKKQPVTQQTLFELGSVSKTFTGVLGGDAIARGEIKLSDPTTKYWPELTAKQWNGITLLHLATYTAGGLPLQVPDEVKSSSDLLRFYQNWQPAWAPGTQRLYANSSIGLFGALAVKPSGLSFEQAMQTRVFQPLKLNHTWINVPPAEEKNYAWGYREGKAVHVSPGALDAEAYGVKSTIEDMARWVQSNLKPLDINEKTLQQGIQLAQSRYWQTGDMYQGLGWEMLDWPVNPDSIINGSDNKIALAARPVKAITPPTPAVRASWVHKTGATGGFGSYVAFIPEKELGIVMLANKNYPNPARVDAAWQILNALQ
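20 mM phosphate pH 7.0 + 0.01% (detergent screen) or 0.0001% Triton X-100; 5.3 nM AmpC reagent; cpd preinc 15 min RT; nitrocefin (800 uM stock) to start; A480 q20 s × 4 min; Activity was normalised to no-enzyme and no-compound control wells.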
Pf growth 96h: inhibits malaria parasite growth, 96 h; P. falciparum luciferase reporter growth, 96 h; hit rate 6.9% among 320,000; Potency, µM (doses to about 28.7 µM), for inactives: at the highest dose activity change, negative = inhibition, most hits filed as inhibitors; also: potency is read from the fitted curve at half-maximal effect; % is scaled to controls: 0 for no effect and ±100 for the full control effect
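Cell-based qHTS: luciferase-tagged P. falciparum in erythrocytes (2% hematocrit, 0.05% parasitemia final) incubated with compounds for 96 hours, 37 C, 5% CO2; luciferase detection reagent then added and luminescence measured.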
LmPK inh: inhibitors of Leishmania mexicana pyruvate kinase. hit rate 0.37% among 290,000. Q27686. AID 1721. purified LmPK, Kinase-Glo ATP luminescence, 1 h. Potency, µM (titrated, usually from 57.5 µM), without a hit: at the highest dose activity change, negative = inhibition, hits mostly inhibitors; also: potency is read from the fitted curve at half-maximal effect; % is scaled to controls: 0 for no effect and ±100 for the full control effect
Target sequence (Q27686 whole entry, looked up): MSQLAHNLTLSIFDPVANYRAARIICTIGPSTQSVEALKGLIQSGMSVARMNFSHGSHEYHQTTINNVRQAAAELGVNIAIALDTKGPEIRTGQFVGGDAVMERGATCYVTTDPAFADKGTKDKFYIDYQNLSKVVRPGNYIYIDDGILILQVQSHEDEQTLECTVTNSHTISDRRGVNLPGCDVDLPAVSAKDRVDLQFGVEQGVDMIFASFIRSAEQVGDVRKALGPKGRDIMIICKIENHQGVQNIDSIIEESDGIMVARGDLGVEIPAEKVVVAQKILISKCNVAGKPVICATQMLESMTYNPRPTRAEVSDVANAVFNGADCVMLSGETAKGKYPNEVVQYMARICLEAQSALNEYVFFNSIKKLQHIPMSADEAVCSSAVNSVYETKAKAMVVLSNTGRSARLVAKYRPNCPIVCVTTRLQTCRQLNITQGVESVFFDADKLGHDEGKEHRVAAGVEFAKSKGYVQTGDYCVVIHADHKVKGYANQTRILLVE
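Pyruvate kinase activity monitored as ATP production (luciferase luminescence). Conditions: 0.1 nM enzyme, 0.5 mM PEP, 0.1 mM ADP, 1 h, RT; normalized against uninhibited and no-enzyme wells.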
CHX counter: affects cycloheximide protein synthesis inhibition readout, counter-screen; cell reporter, cycloheximide protein synthesis inhibition counterscreen; max response, %; hit rate 12% among 300,000; in the data active = max response mostly above about 13%, no sharp cut-off; inactive = mostly below about 14%; also: read at 38.3 µM for the half of the compounds with a filed dose; 0% is about no effect
TbPYK inhibitor: blocks Trypanosoma brucei pyruvate kinase. Q57TT1. TbPYK enzyme, Kinase-Glo Plus ATP luminescence, 45 min. Potency, µM (doses to about 76.8 µM), for inactives: at the top dose activity, negative = inhibition, usual class: inhibitors. hit rate 0.12% among 410,000. AID 624173; also: potency is read from the fitted curve at half-maximal effect; % is scaled to controls: 0 for no effect and ±100 for the full control effect; nearly all actives have a fitted effect of over 50% in size
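Luminescent Kinase-Glo Plus end-point after 45 min room-temperature reaction of T. brucei pyruvate kinase started with 130 uM ADP (final). Buffer TEA 50 mM pH 7.2 with KCl, MgCl2, BSA, Tween-20; titration-based qHTS with fitted concentration-effect curves.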
Shiga inhibitor: Shiga toxin inhibition. Vero cells, Shiga toxin protein synthesis inhibition reporter. inhibition, % at 38.7 µM. hit rate 9.2% among 290,000. AID 2315; in the data active = inhibition mostly above about 28%, no sharp cut-off; inactive = mostly below about 43%; also: 0% is about no effect
Pf growth 48h: P. falciparum growth inhibition at 48 hours (one generation) | P. falciparum luciferase growth in erythrocytes, 48 h | Potency, µM (doses to about 28.7 µM), for the others: at the highest dose activity change, negative = inhibition, most hits filed as inhibitors | hit rate 5.9% among 310,000 | AID 504832; also: potency is read from the fitted curve at half-maximal effect; % is scaled to controls: 0 for no effect and ±100 for the full control effect
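In quantitative HTS format, infected erythrocytes bearing luciferase-reporter parasites were treated for a single generation at 37 C. Luminescence after adding detection reagent served as the growth measure.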
* marks the source's active call; other numbers are inactive results; ? = inconclusive; . = no result given; & = joins results of further samples; [ ] = another dose, or the depositor's remark. Unless noted, calls follow the shape of the dose curve; as a rule, active = well fitted curve in the direction sought with a large enough effect; inconclusive = small, poorly fitted or top-dose-only effect, or another doubt; inactive = no such curve, though single readings can be large; an effect the other way counts as inactive or inconclusive.

SMILES	AmpC no deterg	Pf growth 96h	LmPK inh	CHX counter	TbPYK inhibitor	Shiga inhibitor	Pf growth 48h
COc1ccc(/C(O)=C2/C(=O)C(=O)N(CCN3CCOCC3)C2c2ccccn2)cc1 (centres undefined)	27%	?	6%	33*	-9%	54*	40%[activator]
Cc1cc(NC(=O)c2cccc(F)c2)no1	-14%	169%[activator]	-10%	26*	9%	27	30%
COc1ccccc1C1NC=C([N+](=O)[O-])C=C1[N+](=O)[O-] (centres undefined)	-34%	-20%	0%	2	-21%	6	-15%
COc1ccc2nc(NC(=O)CN3CCOCC3)sc2c1	-8%	.	11%	58*	4%	24	62%[activator]
COc1ccccc1NS(=O)(=O)c1cc(NC(=O)C(C)(C)C)ccc1N1CCOCC1	56%	?	.	.	-12%	.	?
O=C(NC1CCCC1)c1cccc(Cn2cc([N+](=O)[O-])cn2)c1	2%	-9%	-1%	-1	1%	-14	22%
Cc1nc(C(C)NC(=O)CCc2nnc(-c3ccsc3)o2)cs1 (centres undefined)	29%	?	14%	0	-6%	22	-8%
CC1CCN(c2ncnc3nc[nH]c23)CC1	-2%	-30%	-5%	-1	-3%	14	2%
CCn1cc(C(=O)N[C@@H](CCSC)C(=O)NCCCN2CCOCC2)c(=O)c2cc3c(cc21)OCO3	59%	27%	-3%	2	0%	-11	6%
Oc1ccccc1-c1nc(NC2CCCC2)c2ccccc2n1	-37%	10%	0%	-6	-2%	-5	?
CC(C)(C)c1ccc(OC(=O)N2CCCCC2)cc1	1%	0%	1%	54*	-2%	104*	35%[activator]
COC(=O)c1sc2ccccc2c1NC(=O)c1ccc(S(=O)(=O)N2CCC(C)CC2)cc1	-35%	?	-4%	-2	-3%	-12	5%
CC(Oc1ccccc1)c1ccnn1S(=O)(=O)c1ccccc1 (centres undefined)	-25%	-5%	0%	-3	-1%	-19	5%
CCOc1ccc(CCNC(=O)c2ccc(F)c(S(=O)(=O)N3CCOCC3)c2)cc1OCC	-1%	?	-7%	-3	1%	-6	?
CCCCCCN(C(=O)CCCCCN1C(=O)NC(c2ccccc2)C(C(=O)OCc2ccccc2)=C1C)C(C(=O)NCCCC)c1ccc(OCC(=O)OC)c(C(=O)OC)c1 (centres undefined)	69%[activator]	3.3µM*	2%	-3	.	-8	2.1µM*
CCOC(=O)N1CCC(Nc2nc3ccccc3n3nnnc23)CC1	-8%	0%	-4%	19*	3%	54	?
COc1cccc2cc(CC(=O)c3ccc(C)cc3C)c(=O)oc12	-46%	-6%	2%	55*	-5%	73*	-10%
CC(C)NC(=O)C1CC(=O)N(C(C)c2ccccc2)C1 (centres undefined)	-8%	26%	-1%	-2	-1%	-12	.
NC(=O)[C@@H]1CC2(CC(c3cccc(NC(=O)CC(c4ccccc4)c4ccccc4)c3)=NO2)CN1C(=O)COc1ccc(Cl)cc1 (some centres undefined)	39%	12µM*	-2%	4	-3%	6	?
CCOC(=O)C1=C(C)N=c2s/c(=C/c3cccc([N+](=O)[O-])c3O)c(=O)n2C1c1ccccc1 (centres undefined)	-30%	-17%	-9%	1	?	-3	?
O=C(CCNC(=O)c1ccccc1Cl)Nc1nc(-c2ccc3ccccc3c2)cs1	-4%	?	-2%	3	-2%	7	?
COC(=O)c1c(NC(=O)CN(C)CC(=O)Nc2ccc(C)cc2)sc2c1CCC(C)C2 (centres undefined)	-4%	?	.	.	-2%	.	-30%
COC(=O)C1C(=O)C2=C(CC1C)NC(C)=C(C(=O)OC1CCCCC1)C2c1ccc(N(C)C)cc1 (centres undefined)	221%[activator]	37%[activator]	-5%	6	-1%	16	5.9µM*
COc1cc(/C=C/C(=O)O)cc(S(=O)(=O)N2CCCc3ccccc32)c1OC	-23%	?	4%	12*	-16%	13	-2%
CCOc1ccc(-n2nc3cc(C)c(N)cc3n2)cc1	-10%	?	-1%	32*	0%	48*	301%[activator]
CCOc1ccc(/C=C2\SC(=S)N(CCC(=O)Nc3ccccc3C(=O)O)C2=O)cc1	-19%	-7%	10%	-1	10%	-6	5%
COc1ccccc1C(=O)Nc1ccccc1SC	-22%	.	2%	-2	-7%	11	-13%
COc1ccc(NC(=O)CC(C)c2ccccc2)cc1S(=O)(=O)N1CCOCC1 (centres undefined)	-10%	?	.	.	-17%	.	-24%
NS(=O)(=O)c1cccc(NC(=O)CN2CCN(Cc3ccc4c(c3)OCO4)CC2)c1	-16%	2%	-3%	-1	-8%	-12	-3%
Cc1cccc(NC(=O)Nc2cnccn2)c1	-14%	-32%[1.15 µM]	1%	18	1%	40	20%

Single records (already shown). Screens in order: AmpC no deterg	Pf growth 96h	LmPK inh	CHX counter	TbPYK inhibitor	Shiga inhibitor	Pf growth 48h
`COc1ccc(NC(=O)CC(C)c2ccccc2)cc1S(=O)(=O)N1CCOCC1` (centres undefined) as listed: -10%	?	.	.	-17%	.	-24%
`COC(=O)c1c(NC(=O)CN(C)CC(=O)Nc2ccc(C)cc2)sc2c1CCC(C)C2` (centres undefined) as listed: -4%	?	.	.	-2%	.	-30%
`O=C(CCNC(=O)c1ccccc1Cl)Nc1nc(-c2ccc3ccccc3c2)cs1` as listed: -4%	?	-2%	3	-2%	7	?
`Cc1cccc(NC(=O)Nc2cnccn2)c1` as listed: -14%	-32%[1.15 µM]	1%	18	1%	40	20%
`CCOc1ccc(-n2nc3cc(C)c(N)cc3n2)cc1` as listed: -10%	?	-1%	32*	0%	48*	301%[activator]

Going on with the list.
SMILES	AmpC no deterg	Pf growth 96h	LmPK inh	CHX counter	TbPYK inhibitor	Shiga inhibitor	Pf growth 48h
Cc1onc(-c2c(F)cccc2Cl)c1C(=O)NC(C)c1ccccc1 (centres undefined)	-1%	1%	0%	-4	1%	-13	?
COc1cc2c(cc1OC)C(CC#N)=NC(C)(C)C2	19%	?	-8%	-5	-7%	-11	.
O=C(Cc1ccccc1)c1ccc(Cl)cc1	-26%	-9%	-19%	32*	-2%	60*	10%
CCOCCCn1c(=S)[nH]c2cc(C(=O)NCCOC)ccc2c1=O	-1%	25%	-1%	-1	-4%	-10	4%
CCOc1ccc(N2C(=O)S/C(=C\c3cc(OC)c(OC)c(OC)c3)C2=O)cc1	-9%	1%	1%	1	-6%	13	?
CCCc1nnc(NC(=O)c2c(O)c3c([nH]c2=O)CCCC3)s1	-15%	26%	8%	-1	.	-19	4%
COc1ccc(NCc2nc3ccccc3n2CCOc2ccc(C)cc2)cc1	-17%	35%[activator]	1%	28*	-3%&-4%	47*	-1%
Cc1ccc(C2CC(c3cccs3)n3nc(N)nc3N2)cc1 (centres undefined)	-7%	.	5%	0	-2%	14	15%
Cc1ccc(N2CCN(C(=O)N3CCCC3)CC2)cc1Cl	95%[activator]	.	-7%	9	3%	34	?
Cc1cc(C)n(CC(=O)Nc2cccc(C(F)(F)F)c2)n1	-6%	?	4%	-1	-3%	20	10%
CCCc1ccc(C(=O)O/N=C(\N)c2ccccn2)cc1	-9%	?	16µM*	-2	?	-25	-65%
C/C=C/C=[N+](\[O-])C(C)/C(=N/O)c1ccc(F)cc1 (centres undefined)	-8%	-13%	-2%	-3	-8%	-12	6%
Oc1ccccc1-c1cc(C(F)(F)C(F)F)nc(-c2ccccc2)n1	-11%	61%[activator]	5%	0	0%	-3	3%
Clc1ccccc1NC1=NCCCS1	-26%	0%	-10%	-3	-3%	-5	13%
O=C(O)c1ccc(Cl)c(S(=O)(=O)N2CCC(Cc3ccccc3)CC2)c1	21%	-13%	-4%	-3	3%	-12	0%

Fetched one by one from the list above:
SMILES	AmpC no deterg	Pf growth 96h	LmPK inh	CHX counter	TbPYK inhibitor	Shiga inhibitor	Pf growth 48h
Cc1cc(NC(=O)c2cccc(F)c2)no1	-14%	169%[activator]	-10%	26*	9%	27	30%
CC1CCN(c2ncnc3nc[nH]c23)CC1	-2%	-30%	-5%	-1	-3%	14	2%

(list continues)
SMILES	AmpC no deterg	Pf growth 96h	LmPK inh	CHX counter	TbPYK inhibitor	Shiga inhibitor	Pf growth 48h
O=C(C1=C(O)C(=O)N(CCOCCO)C1c1cccc([N+](=O)[O-])c1)c1cccs1 (centres undefined)	-9%	?	10%	1	-2%	-5	-4%
Cc1ccc(N(CC(=O)N2CCOCC2)S(=O)(=O)c2ccccc2)cc1	18%	.	3%	-1	4%	13	33%[activator]
CCN=C1S/C(=C\c2sccc2C)C(=O)N1CC	-9%	-6%	-12%	19*	2%	31*	47%[activator]
CC(=O)Nc1ccc(-c2ccc(NC(C)=O)c(O)c2)cc1O	-48%	99%[activator]	-10%	18*	-7%	33*	109%[activator]
CN1CCSc2ccc(C(=O)NCc3ccccc3)cc21	-38%	-15%	4%	10*	?	25*	?
O=C(Cc1ccccc1)NCC(=O)N/N=C/c1cccs1	-4%	15%	-6%	-2	-2%	-9	111%[activator]
CC(C(=O)N1CCOCC1)N1C(=O)c2cccc3cccc(c23)C1=O (centres undefined)	-24%	-2%	-2%	-1	8%	20	4%
O=C(COC(=O)c1cccnc1Cl)Nc1ccc(N2CCCCC2)cc1	-17%	90%[activator]	.	.	-4%	.	24%
COc1ccc(C(=O)c2ccc(OC)cc2OC)cc1	-2%	11%	-3%	7	0%	24	1%
COc1ccccc1NC(=S)NCc1ccccc1Cl	-32%	-20%	-3%	-2	-11%	-1	?
N#CC(c1ccccc1)c1ccc(=O)[nH]n1 (centres undefined)	-6%	7%	-2%	-5	6%	7	27%
O=c1cc2c(n[nH]1)-c1ccccc1CC2	-16%	35%[activator]	11%	-4	2%	-18	26%
C[N+]1(CC2COC3(CCCCC3)O2)CCCC1 (centres undefined)	-25%	?	-4%	-5	-6%	2	5%
O=C(Nc1ccccc1)c1cccc(C(=O)Nc2ccccc2)n1	-14%	?	0%	-2	-2%	-5	6%
O=C(CC1C(=O)NCCN1Cc1cccc(Oc2ccccc2)c1)NCCn1cccn1 (centres undefined)	111%[activator]	-16%	7%	-3	-6%	8	-5%
COc1ccc(C(=O)C2CCCN(C(=O)Cc3c(C)noc3C)C2)cc1OC (centres undefined)	1%	?	1%	9	7%	17	-19%
COc1ccc(S(=O)(=O)Nc2cccc(-c3ccc(N4CCCCCC4)nn3)c2)c(OC)c1	-46%	?	-7%	53*	-24%&-12%	60*	-4%
Cc1cc(C)n2nc(C(=O)Nc3ccc4c(c3)OCO4)cc2n1	-14%	127%[activator]	-9%	34*	-13%	70*	.
CCN(CC)CCN(C(=O)c1cc2ccccc2cc1OC)c1nc2ccc(OC)cc2s1	142%[activator]	?	4%	-2	-11%	-6	?
C/C=C(/C)C(=O)OC1c2c(ccc3ccc(=O)oc23)OC(C)(C)C1OC(C)=O (centres undefined)	34%	?	2%	8	-1%	9	8.3µM*
CCOC(=O)c1sc(NC(=O)CSc2nccn2C)nc1C	-3%	32%[activator]	-5%	35*	-2%	112*	85%[activator]
COC(=O)c1ccc(NC(=S)NCCc2ccc(OC)cc2)cc1	-23%	-13%	1%	1	?	-3	?
Cc1nnc(SCC(=O)N2CCN(c3ccccc3)CC2)n1-c1ccccc1	32%	0%	-1%	-3	-24%	-12	0%
O=C(COC(=O)/C=C/c1ccc([N+](=O)[O-])cc1)Nc1ccc2[nH]c(=O)[nH]c2c1	-14%	32%[activator]	.	.	-1%	.	10%
NC(=O)CSc1nnc(NC(=O)c2ccc3ccccc3c2)s1	-4%	194%[activator]	.	.	-2%	.	92%[activator]
